XBP1 UPR activ: adaptive UPR (XBP1) activation. CHO-XBP1 luciferase reporter, IRE1-XBP1 UPR activation, luminescence; percent of tunicamycin response, DMSO as zero. activation, % at 20 µM. 330,000 compounds, 0.33% hits;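 active = versus positive control, 20 µM dose yields 30% or more activation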;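 note: 100% = tunicamycin at 10 µg/mL and 0% = DMSO only wells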
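Material: CHO cell line with stable XBP1 luciferase reporter; buffer or medium: F12 medium containing 10% fetal bovine serum; compound: single point, 20 µM final compound, 1% DMSO; incubation: 6 h treatment, 37 °C; measured by: glow luminescence from Steady-Glo reagent; evaluation: activation, % of tunicamycin; control set: tunicamycin high, DMSO low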
Jurkat NFkB inh: lowers PMA/ionomycin-induced NF-kB signal in Jurkat cells; AID 435003; inhibition, % at 4 µM; PMA/ionomycin-induced NF-kB luciferase reporter, luminescence; 330,000 compounds, 0.53% hits; in the data active = inhibition above about 50%
APJ agonist: agonists of human APJ apelin receptor | P35414 | CHO-K1 APJ PathHunter beta-arrestin, luminescence; 0% DMSO wells, 100% apelin | activation, % at 20 µM | 330,000 compounds, 0.11% hits;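 active = activation more than six SD over the plate average, tested at 20 µM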;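 note: 0% = DMSO alone and 100% = apelin-13 at 10 nM; some results filed as inactive read as strong as hits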
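Assay system – PathHunter CHO-K1 APJ (AGTRL-1) beta-arrestin reporter cells · Compound – one dose, 20 µM compound, 1% DMSO · Timing – compound 90 min 25 °C, reagent 1 h · Measured by – luminescence from split beta-galactosidase complementation, Galacton Star/Emerald II substrate · Measure – beta-arrestin recruitment to APJ as agonist activity, luminescent signal · Benchmarks – DMSO vs Apelin-13 10 nM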
697 NFkB inh: lowers PMA/ionomycin-induced NF-kB signal in 697 B cells; 330,000 compounds, 0.33% hits; inhibition, % at 4 µM; 697 B-cell NF-kB luciferase reporter, 16 h; AID 435022; in the data active = inhibition above about 35%
CHOP UPR activ: apoptotic UPR (CHOP) activation | CHO-CHOP luciferase reporter, luminescence; percent of tunicamycin response over DMSO baseline | activation, % at 10 µM | 330,000 compounds, 0.34% hits | AID 449763;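 active = at 10 µM dose, activation of 40% or more, normalized to positive control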;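 note: 100% = tunicamycin at 10 µg/mL and 0% = DMSO alone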
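Material: CHO-CHOP cells, stable luciferase reporter of PERK-eIF2a-CHOP signalling; quantity: 500 reporter cells seeded per well; buffer or medium: F12 medium containing 10% fetal bovine serum; compound: one dose, 10 µM in 0.5% DMSO; incubation: 6 h compound treatment, 37 °C; measured by: Steady-Glo luciferase luminescence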
Mdm2-MdmX inh: disrupts the human Mdm2-MdmX interaction; O15151+Q00987; SaOS-2 split-luciferase Mdm2/MdmX complementation, luminescence; inhibition, % at 8 µM; 330,000 compounds, 3% hits; AID 485346;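 active = inhibition of at least 50% at 8 µM in the primary screen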
Target sequence (O15151 whole entry, looked up): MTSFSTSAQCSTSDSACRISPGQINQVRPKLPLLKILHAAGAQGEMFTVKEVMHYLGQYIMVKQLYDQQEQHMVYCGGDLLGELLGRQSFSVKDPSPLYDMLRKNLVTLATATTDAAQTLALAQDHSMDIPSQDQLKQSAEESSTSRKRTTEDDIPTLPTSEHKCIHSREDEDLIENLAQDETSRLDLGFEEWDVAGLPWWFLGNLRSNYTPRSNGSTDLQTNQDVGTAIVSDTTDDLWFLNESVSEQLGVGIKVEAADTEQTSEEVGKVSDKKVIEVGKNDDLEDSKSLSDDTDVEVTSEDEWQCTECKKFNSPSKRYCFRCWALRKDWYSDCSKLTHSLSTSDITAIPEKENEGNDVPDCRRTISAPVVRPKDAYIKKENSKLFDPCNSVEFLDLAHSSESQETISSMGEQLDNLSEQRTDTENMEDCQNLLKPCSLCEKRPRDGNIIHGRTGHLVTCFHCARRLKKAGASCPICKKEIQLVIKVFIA
Target sequence (Q00987 whole entry, looked up): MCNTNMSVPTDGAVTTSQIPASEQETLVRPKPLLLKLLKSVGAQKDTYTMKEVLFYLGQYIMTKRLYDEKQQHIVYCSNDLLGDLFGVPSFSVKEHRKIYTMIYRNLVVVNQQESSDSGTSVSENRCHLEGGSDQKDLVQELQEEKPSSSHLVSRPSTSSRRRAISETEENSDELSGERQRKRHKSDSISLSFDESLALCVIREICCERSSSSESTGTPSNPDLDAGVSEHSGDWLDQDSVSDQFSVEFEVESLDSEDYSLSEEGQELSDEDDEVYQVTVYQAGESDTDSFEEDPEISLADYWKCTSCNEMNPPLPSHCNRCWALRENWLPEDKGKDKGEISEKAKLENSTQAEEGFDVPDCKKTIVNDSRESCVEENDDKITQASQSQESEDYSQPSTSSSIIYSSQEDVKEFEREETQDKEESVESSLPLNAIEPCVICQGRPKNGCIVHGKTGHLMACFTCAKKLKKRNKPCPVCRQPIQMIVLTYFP
APJ antagonist: APJ receptor antagonism; AID 2521; CHO-K1 APJ beta-arrestin complementation, luminescence; inhibition, % at 20 µM; 330,000 compounds, 0.32% hits; P35414;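 active = inhibition above about 40% at 20 µM, limit read from the data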;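 note: cells challenged with 10 nM apelin-13 agonist together with compound; plate controls were apelin-13 plus DMSO wells for no effect and DMSO wells lacking apelin-13 for full effect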
tim23-1 inh: tim23-1 yeast growth inhibition | S. cerevisiae tim23-1 growth, BacTiter-Glo luminescence, 24 h | inhibition, % at 20 µM | 330,000 compounds, 1.3% hits | AID 463212;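 active = growth inhibition of the mutant yeast at or above 50%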;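 note: temperature-sensitive mutant grown at 25 °C; plate controls were DMSO-treated mutant yeast for no effect and medium wells lacking yeast for full effect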
Numbers without * were called inactive.

SMILES	XBP1 UPR activ	Jurkat NFkB inh	APJ agonist	697 NFkB inh	CHOP UPR activ	Mdm2-MdmX inh	APJ antagonist	tim23-1 inh
O=C(NCCc1c[nH]c2ccccc12)/C(=C\c1cccnc1)NC(=O)c1ccccc1F	0	-2	-3	-3	0.7	5	-20	5
NC(=O)CC(NC(=O)Cc1ccc(Cl)cc1)c1ccc(NCCCN2CCCC2=O)c([N+](=O)[O-])c1 (centres undefined)	0	3	-3	-4	-1.3	18	-2	1
COC(=O)c1sccc1NC(=O)Nc1cc(OC)ccc1OC	-2	8	3	22	1.5	3	6	26
CC(C)c1nc2sc3c(NCc4ccccc4)ncnc3c2c2c1COC(C)(C)C2	7	-9	0	-6	-2.5	18	-23	-13
CC(C)C(=O)N1CCN(c2ccc(NC(=O)c3cccs3)cc2)CC1	0	-20	-2	-24	0.8	-24	18	16
COc1cccc(-c2nnc(SCC3CNC(=O)O3)n2-c2ccc(Cl)cc2)c1 (centres undefined)	2	-11	-1	1	1.0	6	3	8
Cc1cc([N+](=O)[O-])ccc1-c1ccc(/C=N/NC(=O)c2ccc(Br)o2)o1	15	-5	10	22	1.3	95*	-34	-10
Cc1cccc(NC(=O)COC(=O)c2cccc(S(=O)(=O)N3CCCCCC3)c2)c1	2	-9	-2	-12	-2.6	1	-5	32
CC(=O)Nc1ccc(S(=O)(=O)N2CCC(C(=O)NCc3ccncc3)CC2)cc1	-2	-10	-1	9	1.1	-17	18	-2
Cc1ccccc1Nc1nc(CSc2nnnn2-c2ccccc2)cs1	0	17	-4	16	0.0	4	21	13
CCOC(=O)CN(C(=O)Cn1nnc2ccccc21)C(C(=O)NCCOC)c1ccccc1 (centres undefined)	2	10	-4	0	0.2	17	-3	7
CC(C)CC1NC(=O)N(CC(=O)Nc2cc(S(=O)(=O)N3CCOCC3)ccc2Cl)C1=O (centres undefined)	-2	16	-1	18	-0.9	4	3	2
Cc1cc(C)c(S(N)(=O)=O)c(C)c1N(C)S(=O)(=O)c1ccc(Cl)cc1	-3	4	9	-1	-1.0	11	0	15
CCN(CC)c1ccc(/C=N/NC(=O)CNC(=O)c2ccc3c(c2)OCCO3)cc1	2	-2	1	6	1.1	4	6	19
O=C(O)/C=C/C(=O)c1ccc(O)cc1	0	-3	-5	4	-1.0	-14	-4	-1
COc1cccc(NC(=O)C2CCN(S(C)(=O)=O)CC2)c1	-2	1	1	-20	-3.6	-15	-6	14
CN(CCC1CCOCC1)C(=O)CC1C(=O)NCCN1Cc1ccccc1F (centres undefined)	-3	14	-5	8	-0.3	31	21	10
Cc1ccc(C(=O)n2c(-c3ccccc3)cnc2SCC(=O)Nc2ccc(C)cc2C)cc1	-3	-25	-3	-13	2.3	-9	18	37
CC1=C(C)CC2C(C1)C(=O)c1ccc(Br)cc1S2(=O)=O (centres undefined)	1	0	-13	13	2.4	-22	8	11
CN(C)C(=O)OCc1c(-c2ccccc2)ncc2ccccc12	-2	12	-3	6	1.5	32	15	33
O=c1ccc(-c2ccc(S(=O)(=O)NCC3CCN(Cc4cccc(F)c4)CC3)s2)n[nH]1	-3	-21	1	1	-0.3	-15	-20	11
COc1ccc(C(=O)NCCc2nnc(SCC(=O)Nc3ccccc3)n2C)cc1	-1	-8	-4	21	-4.2	-19	5	-5
CCn1c(=O)c(C(=O)NNS(=O)(=O)c2ccc(Br)cc2)c(O)c2ccccc21	0	7	-3	12	0.4	42	1	42
Cc1ccc(-n2nccc2-c2nn(-c3cccc(C(F)(F)F)c3)c(=O)n(C)c2=O)cc1	2	-4	-1	-3	1.8	13	0	-40
O=[N+]([O-])c1ccc(-c2cn3nc(-c4ccccc4)c(-c4ccccc4)nc3n2)cc1	0	-14	5	16	1.3	5	-20	-6
COc1ccccc1S(=O)(=O)Cc1ccc(C(=O)N2CCN(c3ccc(C)cc3)C(C)C2)o1 (centres undefined)	1	-4	2	-12	-0.2	30	7	10
Cc1[nH]cnc1CSCc1ccc(F)cc1	3	-6	1	-11	3.7	2	-12	-15
CCN(CC)CCOC(=O)C(Cc1ccco1)Cc1cccc2ccccc12 (centres undefined)	-1	-12	-5	-24	-1.0	17	-30	17
CCCc1nc(NC(C)=O)c(C#N)c(-c2ccco2)c1CC	-2	9	-4	14	-2.3	-11	-6	23
CCOc1ccccc1NC(=O)Cn1cnc2c(nnn2-c2cccc(OC)c2)c1=O	-3	4	4	18	-1.3	34	-5	4

Continued; the last 6 above are carried over.
SMILES	XBP1 UPR activ	Jurkat NFkB inh	APJ agonist	697 NFkB inh	CHOP UPR activ	Mdm2-MdmX inh	APJ antagonist	tim23-1 inh
O=[N+]([O-])c1ccc(-c2cn3nc(-c4ccccc4)c(-c4ccccc4)nc3n2)cc1	0	-14	5	16	1.3	5	-20	-6
COc1ccccc1S(=O)(=O)Cc1ccc(C(=O)N2CCN(c3ccc(C)cc3)C(C)C2)o1 (centres undefined)	1	-4	2	-12	-0.2	30	7	10
Cc1[nH]cnc1CSCc1ccc(F)cc1	3	-6	1	-11	3.7	2	-12	-15
CCN(CC)CCOC(=O)C(Cc1ccco1)Cc1cccc2ccccc12 (centres undefined)	-1	-12	-5	-24	-1.0	17	-30	17
CCCc1nc(NC(C)=O)c(C#N)c(-c2ccco2)c1CC	-2	9	-4	14	-2.3	-11	-6	23
CCOc1ccccc1NC(=O)Cn1cnc2c(nnn2-c2cccc(OC)c2)c1=O	-3	4	4	18	-1.3	34	-5	4
CCCCCCSc1ccc([C@@H]2[C@@H]3C(=O)N(CC)C(=O)[C@@H]3[C@]3(C(=O)OC)CCCCN23)cc1	-4	-3	-1	-1	0.1	52*	2	7
COc1ccc(C)cc1NC(=O)COC(C)=O	2	-12	-2	-9	4.6	-11	3	5
COCCN(C(=O)Nc1ccccc1)c1ccccc1	-4	-19	-3	11	-1.4	6	13	-6
Cc1nc(CN2CCC(c3ccccc3)CC2)cc(=O)[nH]1	1	-38	-1	-12	2.9	6	8	22
O=C(CSc1nnc2ncccn12)N1CCCCCC1	-1	11	-4	17	0.1	-4	15	2
COc1ccc2c(c1)CCc1c(C(=O)Nc3c(C)nn(Cc4ccccc4)c3C)noc1-2	0	6	-1	-10	1.4	1	-6	-1
O=C(NCc1ccco1)c1ccc(COCC(F)(F)C(F)F)cc1	-2	-8	-1	5	-2.2	-21	15	17
COc1ccc(-c2cc(CNS(=O)(=O)c3ccc(F)cc3)on2)cc1	-1	-5	-2	-14	0.9	24	-11	9
Cc1cc(N2CCCC2=O)cc(C)c1S(=O)(=O)Nc1c(C)nn(C)c1C	-1	0	-3	-27	-0.7	6	0	2
CC(CCc1ccccc1)NC(=O)C1CCN(S(=O)(=O)N2CCOCC2)CC1 (centres undefined)	0	9	-3	1	-0.4	-2	13	1
O=C(N/N=C/c1nn(-c2ccccc2)cc1-c1ccccc1)c1ccncc1	1	-2	0	-10	2.8	18	1	28
CC(=O)NS(=O)(=O)c1ccc(NC(=O)CCc2ccccc2)cc1	-2	-10	-1	11	0.6	-11	-1	5
COc1ccc(/C=C2\SC(=S)N(CCCC(=O)Nc3ccc(O)cc3)C2=O)cc1	-2	-5	-3	69*	-7.4	76*	4	22
Oc1ccc(N=Nc2ccc3c(c2)OCCO3)c2ncccc12	-2	27	-5	-153	6.9	98*	53*	33
Cc1cccc(CSc2ncnc3ccccc23)c1	-1	-30	-5	2	2.5	-2	9	19
O=C(CN1C(=O)C2CC=CCC2C1=O)NCc1ccc2c(c1)OCO2 (centres undefined)	0	3	2	2	-2.4	-2	-5	-1
CN(C1CCCCC1)S(=O)(=O)c1ccc(Cl)c(C(=O)O)c1	-1	-3	-6	6	-0.3	8	-10	9
CC(=O)N1N=C(c2ccccc2O)OC1(C)CC(=O)Nc1ccccc1 (centres undefined)	-2	-1	-4	-5	0.4	8	-8	11
O=C(COC(=O)CCC(=O)c1cccs1)Nc1cccc(S(=O)(=O)N2CCOCC2)c1	-1	9	6	2	3.3	-8	2	10
C[C@H](CO)N1C[C@H](C)[C@@H](CN(C)S(=O)(=O)c2cccs2)Oc2ccc(NS(=O)(=O)c3ccc(F)cc3)cc2C1=O	-1	-16	-2	2	-2.0	14	8	-3
COc1ccc(Sc2ccccc2CN(C)C)cc1OC	-4	-14	-1	-17	1.3	1	2	-6
O=C1CN(C(=O)NCC(=O)N[C@@H](Cc2ccccc2)C(=O)O)c2ccccc2N1	-1	2	-1	15	0.4	-7	6	11
COc1cccc(NC(=O)COC(=O)c2c(F)cccc2F)c1	-2	2	1	21	4.1	-16	-19	18
O=C(COC(=O)c1ccc(OC(F)F)cc1)NCCC1=CCCCC1	1	18	-3	11	-1.7	10	18	12
O=C(COC(=O)c1cc([N+](=O)[O-])ccc1Cl)NC1CCCC1	-4	10	-1	4	2.2	7	-2	46
Nc1cc(C(=O)OCC(=O)NC(c2ccccc2)c2ccccc2)ccc1Cl	0	0	0	12	-1.2	-9	-10	15
CC(O)CNCc1ccc(Cl)cc1Cl (centres undefined)	0	13	-1	11	-0.8	31	4	-13
CC(=O)N1CCN(CC(=O)Nc2ccc3c(c2)CCC3)CC1	-1	12	-1	8	-2.5	16	4	18
CC1CCCN(S(=O)(=O)c2cccc(-c3cn4cccnc4n3)c2)C1 (centres undefined)	6	8	-3	9	-1.7	8	-7	17
C/C(=N/NC(=O)NC12CC3CC(CC(C3)C1)C2)c1ccccc1	10	-7	-6	-9	2.3	-27	-7	32
O=C(Nc1ccccc1)C1=C[C@H](C2CCCCC2)C[C@H](OCc2ccc(CO)cc2)O1	2	8	5	9	2.3	37	11	13
COc1ccc(CNC(=O)CCC(=O)Nc2ccc(Cl)cc2)cc1	-3	8	2	-8	-2.8	-20	-18	15
CC(C)C(NC(=O)c1ccc2c(c1)OCCO2)c1nc2ccccc2[nH]1 (centres undefined)	-2	3	-1	-10	-1.2	15	-12	-8
COc1cc(CN2CCC(n3nccc3NC(=O)C3CCOC3)CC2)ccc1F (centres undefined)	-4	10	-6	4	-1.6	27	20	11
CC(=O)c1c(C)[nH]c(C(=O)NNC(=O)COc2cc(C)cc(C)c2)c1C	-3	-2	-4	14	0.6	18	1	0
Cc1ccc(NC(=O)Cn2nc(C)c3ccccc3c2=O)c(C)c1	-3	3	-2	-30	-1.1	3	-4	3
COC(=O)c1ccc(C(=O)OC)c(NC(=O)CN(C)Cc2ccccc2)c1	-2	-12	0	-1	-1.3	11	3	-14
O=C(CNC(=O)c1ccco1)NCc1ccc2c(c1)OCO2	-1	-3	-2	10	-1.3	4	0	-12
CCc1ccc(S(=O)(=O)Nc2cccc(-c3ccc4nnc(C)n4n3)c2)s1	3	18	5	38*	0.5	55*	1	-19
Cc1ccccc1C(=O)N1CCC(C(=O)O)CC1	0	13	-5	13	3.1	-11	28	4
Cc1c(NC(=O)c2cccc(NC(=O)COc3ccccc3)c2)c(=O)n(-c2ccccc2)n1C	-3	-1	-5	0	0.1	18	0	-2
CC(C)(C)C1(C)OC(=O)C(=Cc2ccc(OCC(=O)Nc3ccccc3)cc2)C(=O)O1 (centres undefined)	0	-57	1	-12	2.7	-14	-5	9
COc1ccccc1OCCCOc1ccc(C)cc1Br	-3	-75	-3	-104	2.6	-139	-21	5
Cc1ccc2c(c1)N(C(=O)CCC(=O)NCc1cccnc1)CC(C)O2 (centres undefined)	1	5	-2	-3	1.0	10	-2	-7
